TAG inh: triacylglycerol accumulation inhibition | H9c2 cells, Nile Red lipid (TAG) fluorescence; cells loaded with 200 µM oleic acid | inhibition, % at 12.5 µM | 230,000 compounds, 0.66% hits;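 active = pattern-corrected inhibition of lipid staining of at least 50% with the nuclear-stain viability signal not falling by more than 50%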;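 note: 0% = DMSO wells and 100% = triacsin C control wells; some results filed as inactive read as strong as hits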
TAG inh DAPI viability: further read-out of TAG inh, marked with its call; DAPI nuclei signal change (viability), lower = more cytotoxic, %;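 whole-well DAPI fluorescence read on a plate reader as a viability signal; minus 50 percent equals half of cells still viable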
An asterisk follows results filed as active; & = joins results of further samples. A portion of the library (hit frequency here may not be typical).

1: Clc1ccc2[nH]c3c(c2c1)CCNC3
2: O=C1NC(=O)N(c2ccc(Cl)cc2)C(=O)/C1=C/c1coc2ccc(O)cc2c1=O
3: Clc1cccc(N2CCNCC2)c1
4: CCC1(c2ccccc2)C(=O)N(COC)C(=O)N(COC)C1=O
5: Cc1ccc(CNC2=NCCS2)cc1
6: O=C1NC(=O)C(=Cc2ccc(Oc3ccc([N+](=O)[O-])cc3)cc2)C(=O)N1
assay / entry,1,2,3,4,5,6
TAG inh,18,-3,-1,-1,1,5
TAG inh DAPI viability,-6,-1,11,-9,1,-18

Complete entries, looked up by structure. Order of values: TAG inh | TAG inh DAPI viability
CCC1(c2ccccc2)C(=O)N(COC)C(=O)N(COC)C1=O is listed with -1 | -9
O=C1NC(=O)N(c2ccc(Cl)cc2)C(=O)/C1=C/c1coc2ccc(O)cc2c1=O is listed with -3 | -1
Clc1cccc(N2CCNCC2)c1 is listed with -1 | 11
Clc1ccc2[nH]c3c(c2c1)CCNC3 is listed with 18 | -6
O=C1NC(=O)C(=Cc2ccc(Oc3ccc([N+](=O)[O-])cc3)cc2)C(=O)N1 is listed with 5 | -18

Following part:
7: COc1ccc(CCn2c(O)c(/C=N/N3CCOCC3)c(=O)[nH]c2=O)cc1OC
8: Cc1c(P(=S)(c2ccccc2)c2ccccc2)[n+]2ccccc2n1C
9: Cc1cc(C=C2C(=O)N(C)C(=S)N(C)C2=O)c(C)n1-c1ccncc1
10: Cc1cc(C=O)c(C)n1CC1CCCO1 (stereo not given)
11: CN1/C(=C\C=C2C(=O)NC(=O)NC2=O)C(C)(C)c2ccccc21
12: CN(C)P1(N(C)C)=Nc2c(c(N)nn2C)C(c2ccccc2)=N1
assay / entry,7,8,9,10,11,12
TAG inh,1,-24&-10,-2,-2,-6,-8
TAG inh DAPI viability,0,12&17,6,-5,0,4

13: C[C@]12CCC(=O)C=C1C=C[C@@H]1[C@@H]2CC[C@@]2(C)[C@H]1CC[C@@]2(O)CCC(=O)O
14: CCOC(C(=O)OCCCN(CC)CC)(c1ccccc1)c1ccccc1
15: COC(=O)c1cc2c(s1)=NC=NP=2(N1CCOCC1)N1CCOCC1
16: CCOC(=O)c1cccc(C2=C(CNC(=O)c3ccc([N+](=O)[O-])cc3)[C@H]3CC[C@@H](C2)N3Cc2ccccc2)c1
17: C[C@]12CCC3C(CC[C@H]4C[C@@H](O)CC[C@]34C)C1C[C@@H](O)C2=O (stereo not given in full)
assay / entry,13,14,15,16,17
TAG inh,-11,18,-5,22,-1
TAG inh DAPI viability,4,6,1,12,11

Source: PubChem BioAssay (Sanford-Burnham Center for Chemical Genomics)
